Source: PubChem BioAssay
hcDAF12 agonist: activators of H. contortus DAF-12 nuclear receptor | actives 1.4% (n = 370,000) | activation, % at 6.8 µM | HEK293 hcDAF-12 lit1-tk-luc reporter, luminescence; 0% DMSO, 100% Δ7-dafachronic acid;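 active means activation above the mean of all tested compounds plus 3 SD, cut at about 5.5% in these data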;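 further: 100% = response to 3 µM Δ7-dafachronic acid high control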
ADAM17 inh: inhibitors of human ADAM17 | actives 0.83% (n = 370,000) | recombinant ADAM17, EDANS/DABCYL FRET peptide cleavage | inhibition, % at 6.95 µM;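 active means inhibition above the mean of compounds lying between control limits plus 3 SD, set per campaign, cut at about 8.5% in these data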;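 further: 0% = DMSO-only wells as the low control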
Target sequence (P78536 215-824 limits assumed): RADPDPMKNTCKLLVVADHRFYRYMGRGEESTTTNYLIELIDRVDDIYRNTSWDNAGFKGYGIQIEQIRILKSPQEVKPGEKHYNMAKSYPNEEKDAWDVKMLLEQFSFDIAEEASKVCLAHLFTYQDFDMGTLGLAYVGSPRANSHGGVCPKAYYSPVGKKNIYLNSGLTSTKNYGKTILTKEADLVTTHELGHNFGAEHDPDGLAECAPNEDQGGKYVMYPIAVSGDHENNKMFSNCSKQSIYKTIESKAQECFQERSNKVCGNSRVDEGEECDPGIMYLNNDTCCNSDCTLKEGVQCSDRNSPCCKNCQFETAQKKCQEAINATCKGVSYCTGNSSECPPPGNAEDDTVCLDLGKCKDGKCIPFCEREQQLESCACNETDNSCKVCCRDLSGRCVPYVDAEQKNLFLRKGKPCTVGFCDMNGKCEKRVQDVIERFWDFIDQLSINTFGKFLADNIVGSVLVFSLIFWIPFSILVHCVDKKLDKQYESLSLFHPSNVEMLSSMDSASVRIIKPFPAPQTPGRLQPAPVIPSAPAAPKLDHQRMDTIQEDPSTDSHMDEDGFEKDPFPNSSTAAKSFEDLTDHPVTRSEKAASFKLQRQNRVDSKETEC
PLCb3 inh: PLC-beta3 (human) inhibition, primary screen. Q01970. Purified PLC-beta3, fluorogenic substrate, fluorescence. inhibition, % at 12.2 µM. actives 0.18% (n = 370,000). AID 720704; in the data active means inhibition above about 11%;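 further: 0% = median of compound wells on plate and 100% = full blocker control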
hgDAF-12 ag: agonists of H. glycines DAF-12 nuclear receptor. HEK293 GAL4-hgDAF12 UAS-luciferase reporter, agonist luminescence; normalized to butyrate control. activation, % at 6.8 µM. actives 1.8% (n = 370,000);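 active means activation above a cutoff set at the mean of all screened compounds plus 3 SD, cut at about 10% in these data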;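 further: 0% = DMSO wells and 100% = sodium butyrate wells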
Rev-erbA mod: Rev-erb alpha (human) modulation. P20393. Rev-erbα–FITC-DNA binding, fluorescence polarization, 90 min. activity, % at 10 µM. actives 0.79% (n = 370,000). AID 1259318;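 active means activity above about 14%, limit read from the data; passing the limit was not always enough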;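 further: 0% = DMSO wells with 35 nM protein and 100% = DMSO wells with 750 nM protein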
DAX1 inh-1: inhibitors of human orphan nuclear receptor DAX1 (NR0B1). P51843. HEK293 Gal4-DAX1 luciferase reporter, luminescence. inhibition, % at 6.75 µM. actives 0.99% (n = 340,000). AID 504766;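 active means inhibition above the mean over all tested compounds plus 3 SD, cut at about 4.2% in these data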;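 further: 0% = DAX1-transfected cells with DMSO and 100% = empty-vector control cells with DMSO; inhibition shows as a rise in luminescence from relieved DAX1 repression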
Target sequence (P51843 207-470 limits assumed): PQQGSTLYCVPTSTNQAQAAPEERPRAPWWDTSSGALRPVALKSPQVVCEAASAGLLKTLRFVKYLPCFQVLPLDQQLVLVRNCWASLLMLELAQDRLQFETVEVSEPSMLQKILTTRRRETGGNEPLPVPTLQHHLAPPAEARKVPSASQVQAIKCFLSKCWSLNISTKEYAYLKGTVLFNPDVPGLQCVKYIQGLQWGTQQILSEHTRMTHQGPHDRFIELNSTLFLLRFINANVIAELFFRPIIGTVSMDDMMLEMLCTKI
SMARCA2 act: SMARCA2 function activation, primary screen. MG213 cells, MMTV-luciferase reporter, dexamethasone, overnight. activation, % at 9.1 µM. actives 1% (n = 370,000); in the data active means activation above about 7.8%;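 further: 0% = vehicle wells and 100% = reference activator wells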
ssDAF-12 act: S. stercoralis DAF-12 activation, primary screen; HEK293 ssDAF-12/GRIP1 lit1-tk-luc reporter, luminescence; % of 3 µM dafachronic acid response; activation, % at 6.8 µM; actives 1% (n = 370,000); AID 652126;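 active means activation above the mean over all tested compounds plus 3 SD, cut at about 0.9% in these data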;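 further: 0% = DMSO-only wells and 100% = 3 µM delta7-dafachronic acid wells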
MBD2 inh: inhibitors of human MBD2 binding to methylated oligonucleotide | Q9UBB5 | TR-FRET | inhibition, % at 4.4 µM | actives 0.31% (n = 370,000) | AID 686964; in the data active means inhibition above about 13%
PLC-gamma1 inh: blocks human PLC-gamma1 enzyme activity | P19174 | purified PLC-gamma1, fluorogenic substrate, fluorescence | inhibition, % at 12.2 µM | actives 0.84% (n = 370,000); in the data active means inhibition above about 9.5%
DAX1 inh-2: blocks DAX1 repression of SF-1 activated StAR promoter. HEK293T StAR-luciferase reporter, SF-1/DAX-1 repression relief. inhibition, % at 6.8 µM. actives 1.1% (n = 370,000). AID 652010;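 active means inhibition above the mean over all tested compounds plus 3 SD, cut at about 3.6% in these data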;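 further: 0% = DAX-1 cells with DMSO and 100% = cells lacking DAX-1 with DMSO; higher inhibition means more luminescence from relief of DAX-1 repression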
* marks the source's active call; other numbers are inactive results; . = no result given.

SMILES	hcDAF12 agonist	ADAM17 inh	PLCb3 inh	hgDAF-12 ag	Rev-erbA mod	DAX1 inh-1	SMARCA2 act	ssDAF-12 act	MBD2 inh	PLC-gamma1 inh	DAX1 inh-2
Cc1ccc(/C=C/c2nnc(-c3cccs3)o2)cc1	2.9	-17.9	-36.5	15.5*	-6.2	-0.3	11.2*	-0.2	-3.9	-31.2	4.4*
C[C@]12c3[nH]c4ccc(Cl)cc4c3CCN1C(=O)[C@@H](CC(=O)NCC13CC4CC(CC(C4)C1)C3)C[C@@H]2C(=O)N1CCCCC1	2.0	0.7	-0.2	0.8	6.0	0.0	-2.7	-0.7	0.3	3.9	0.7
COc1ccc(/C=N\NC(=O)c2cc(OCC(F)(F)F)ccc2OCC(F)(F)F)cc1	0.3	3.9	7.3	0.0	3.0	-1.1	-0.2	-1.6	2.1	5.0	-0.2
CSc1ccccc1C(=O)N(CC1CCCO1)c1c(N)n(Cc2ccccc2)c(=O)[nH]c1=O (centres undefined)	-0.8	-0.2	-4.3	-0.9	-1.2	0.6	1.1	-0.6	1.6	-4.3	-1.4
Cc1ccc(NC(=O)c2cc(-c3ccccc3)nn2-c2ccccc2)cc1	-1.2	4.1	6.8	-2.1	0.7	-2.2	-2.6	-2.3	2.2	0.6	-1.2
N=c1c(S(=O)(=O)c2ccccc2)cc2c(=O)n3ccccc3nc2n1C1CCCCC1	-3.0	1.4	-4.1	-3.7	5.8	-1.1	-3.0	-1.5	-4.1	0.6	-4.1
COc1cc(C(=O)OC2CSCC2NC(=O)c2ccccc2)cc(OC)c1OC (centres undefined)	-4.2	0.0	3.3	-0.9	-2.4	-0.1	-0.2	-1.9	4.2	3.0	-0.3
COc1ccc2cc(C(=O)Nc3ccc(O)cc3)sc(=O)c2c1OC	-2.1	3.8	5.7	-3.4	-1.7	0.6	-1.0	-1.5	-0.7	3.4	-0.7
COc1ccccc1CNC(=O)/C=C/c1ccc(S(=O)(=O)NCc2ccco2)cc1	-3.2	1.1	2.5	-1.8	-1.6	-0.4	2.0	-1.6	-0.6	-1.1	-0.6
N#Cc1nc(-c2ccc(F)cc2)oc1N1CCCCC1	-1.6	-267.9	-63.7	1.4	-2.4	-0.7	-3.6	-1.2	5.7	-38.1	-0.5
S=C(NCc1cccc(Cl)c1)NC1CCCCC1	0.3	1.8	0.7	-3.9	-0.1	-0.5	-4.7	-1.9	2.3	-1.5	-0.1
O=C(NCc1ccccn1)c1cccn1-c1ncc(C(F)(F)F)cc1Cl	-1.4	-1.3	1.0	-4.4	-3.3	-1.6	-3.7	-1.4	5.6	2.1	-0.2
O=c1[nH]n(Cc2ccccc2)c(=O)c2ccccc12	1.4	-1.2	-0.6	1.5	-0.1	1.0	-1.0	-1.3	-4.2	-1.5	1.5
COc1ccccc1N(C)S(=O)(=O)c1ccc(Cl)c(C(=O)NCc2ccco2)c1	0.5	2.2	0.3	-2.4	-1.6	-0.1	0.7	-1.2	-3.3	-0.3	-1.0
O=C(NCc1ccc2c(c1)OCO2)c1cc(-n2cnnc2)ccc1Cl	-1.0	-1.0	0.4	2.5	4.7	0.3	0.7	-1.0	1.8	4.0	0.0
COc1ccc(N(CC(=O)O)S(=O)(=O)c2ccc(C)cc2)cc1Cl	-1.3	0.8	0.4	-1.5	4.1	-0.4	-1.0	-1.5	-5.8	1.4	0.3
CC(O)(c1ccc(F)c(F)c1)c1nc(-c2ccccc2)cs1 (centres undefined)	-1.0	6.0	0.9	1.8	-1.4	.	-2.5	-1.5	2.0	3.1	-1.4
CCCCN1CCN=C1Nc1ccccc1	-0.9	-3.4	3.4	0.9	-3.3	1.4	1.1	-0.8	-6.8	0.7	0.1
Cc1cc2ccccc2n1CCNC(=O)C1CCCCC1	2.8	-3.5	-36.5	6.7	3.7	-0.3	2.6	-0.8	-3.4	-29.3	1.1
Cc1cc(C)n2c(NC3CCCC3)c(-c3ccc(F)cc3)nc2n1	-1.5	-10.1	-33.8	3.3	-0.2	.	1.2	-0.8	5.9	-22.3	1.0
O=C(CSc1ccc2nnc(CCNC(=O)c3ccccc3)n2n1)Nc1ccc(F)cc1F	2.2	3.7	-4.9	-1.9	0.7	0.4	-1.5	-0.5	3.1	-0.1	-1.1
O=C(N/N=C/c1cccc(NC(=O)c2ccc(Cl)cc2)c1)c1cccc(O)c1	0.9	2.2	-9.5	1.2	0.3	-3.8	3.5	-0.7	0.5	0.1	0.2
Cc1ccccc1OCC(=O)OCC(=O)NCc1ccccc1Cl	-0.2	-3.4	-5.9	-0.3	-6.5	0.4	4.6	-0.6	4.4	-0.1	1.3
COc1cccc(NC(=O)CN2C(=O)c3cccnc3Oc3ccc(Cl)cc32)c1	-0.4	-8.1	-12.8	2.7	-4.4	2.1	8.3*	-0.8	-0.7	-10.7	-0.9
CN1C2CCC1CC(NC(=O)c1ccc(Cl)cc1)C2 (centres undefined)	-2.6	-0.7	-4.3	-1.1	0.5	-0.8	-1.7	-2.0	-3.5	-2.5	-0.2

Limited to DAX1 inh-2 (two entries from above):
compound | DAX1 inh-2
Cc1ccc(/C=C/c2nnc(-c3cccs3)o2)cc1 | 4.4*
C[C@]12c3[nH]c4ccc(Cl)cc4c3CCN1C(=O)[C@@H](CC(=O)NCC13CC4CC(CC(C4)C1)C3)C[C@@H]2C(=O)N1CCCCC1 | 0.7

(list continues)
SMILES	hcDAF12 agonist	ADAM17 inh	PLCb3 inh	hgDAF-12 ag	Rev-erbA mod	DAX1 inh-1	SMARCA2 act	ssDAF-12 act	MBD2 inh	PLC-gamma1 inh	DAX1 inh-2
C=CCNC(=O)C1CCC(CNc2nc(=S)[nH]c3ccccc23)CC1 (centres undefined)	-1.4	-5.7	-5.8	-0.3	-2.4	0.6	-3.6	-0.9	-7.3	2.8	0.2
COC(=O)c1ccc2cc(C)cc(C)c2n1	-0.9	-42.8	-58.7	-0.7	-7.6	.	-1.6	-0.3	0.4	-43.4	0.3
CCCn1c(SCC(=O)NC(=O)NCc2ccccc2)n[nH]c1=O	-1.4	-1.0	-2.5	1.6	-2.1	0.0	-3.1	-1.1	-3.3	1.0	0.2
C=CCN1C(=O)/C(=C2/Sc3ccccc3N2CC)SC1=S	-0.5	2.8	-0.9	0.1	-3.6	-0.9	-1.9	-0.5	-3.3	1.9	0.1
Nc1nc(SCC(=O)Nc2ccc(Br)cc2F)n[nH]1	-2.1	-1.5	0.4	-2.3	3.9	-1.3	1.2	-0.9	-2.4	4.1	0.0
Cc1nn2c(-c3ccc(Cl)cc3)nnc2s1	-1.4	-0.8	-0.1	-0.6	-2.6	-0.2	1.3	-1.6	14.4*	0.6	-0.4
c1ccc(CCNc2ccc3c(c2)Cc2ccccc2-3)nc1	0.0	-2.0	-1.8	3.8	-4.0	0.8	4.6	-0.8	-2.5	1.2	1.6
CCOC(=O)C1C2C=CC3(CN(C4CCCC4)C(=O)C13)O2 (centres undefined)	0.5	3.9	4.2	1.1	-2.9	-0.6	-3.1	-1.0	-1.9	8.2	0.2
CC1(C)CC[C@]2(C(=O)O)CC[C@]3(C)C(=CCC4[C@@]5(C)CC[C@H](O)C(C)(C)C5CC[C@]43C)C2C1 (some centres undefined)	1.0	5.0	-0.2	3.0	-6.8	0.8	-1.1	-1.4	-4.7	-0.2	0.0
Cc1ccc(-c2ccc3nnc(SCC(N)=O)n3n2)cc1	-0.2	-42.0	-430.4	-3.3	-4.2	7.0*	1.5	-1.6	-3.3	-258.3	0.6
Cc1cc(C)c(C2=NOC3C4CCC(C4)C23)c(C)c1 (centres undefined)	-1.7	-1.2	0.5	-1.4	13.8	0.3	-3.1	-0.9	-4.1	-1.1	0.2
CSc1nnc2c3cc(F)ccc3n(C)c2n1	5.5	-0.8	-2.5	5.7	0.0	0.3	-0.4	1.0*	-7.1	-1.7	0.0
COC(=O)C(O)(CC(=O)Nc1ccc(OC)cc1)C(F)(F)F (centres undefined)	1.1	-2.1	2.5	0.3	6.0	-0.9	4.8	-1.2	0.8	-2.2	-0.1
CCN=C1S/C(=C/c2cc(C)n(-c3ccc(Cl)cc3F)c2C)C(=O)N1CC	-3.8	-9.0	-11.6	-1.1	2.4	.	.	-1.8	7.3	-4.6	.
CCNC(=O)C1(C)CCN(C(=O)c2cccc(C#N)c2)C1 (centres undefined)	0.1	-3.0	-0.1	-0.7	-3.0	.	-0.3	-1.2	-1.3	-0.8	0.6
Cc1cc(C(=O)NC2CCCCC2)c(C)o1	-0.8	1.2	-0.9	0.3	-7.1	0.3	3.0	-0.9	-6.4	0.0	0.7
CCOC(=O)N1CCN(S(=O)(=O)c2ccc(C(=O)N(CCCN(C)C)c3nc4c(F)cc(F)cc4s3)cc2)CC1	0.4	-3.0	-6.3	2.7	1.8	-0.3	-3.6	-0.6	-1.4	1.0	1.1
O=C(Nc1ccc(C(F)(F)F)cc1[N+](=O)[O-])O[C@H]1[C@H](Cc2ccccc2)NS(=O)(=O)[C@H]2C[C@@H]3C=C[C@]12O3	0.6	13.6*	10.3	1.2	-2.7	0.4	-0.5	-0.8	0.5	12.0*	0.1
COC(=O)C(C(C)C)N1CCc2c(C)nc3c(C#N)cnn3c21 (centres undefined)	-0.8	-76.2	-103.8	-0.6	5.1	0.0	-1.2	-1.9	-1.1	-65.8	0.5
CCOC(=O)Cc1nnc(NC(=O)Nc2ccccc2)s1	-0.5	-3.8	1.4	2.2	1.3	0.5	3.0	-1.1	4.0	-2.2	-0.4
O=C(COc1ccc(-c2nnco2)cc1)Nc1ccc(F)c(Cl)c1	-1.2	-5.9	0.4	0.8	10.8	-0.6	-3.0	-1.4	1.2	4.5	-1.1
CCCOc1ccc(Cl)cc1CN1CCOCC1	-1.3	-0.7	2.2	-1.5	8.3	0.5	-0.9	-1.1	-1.2	0.4	0.6
CC(=O)c1ccc(S(=O)(=O)N2CCN(C(=O)CCC3CCCC3)CC2)cc1	-2.0	-4.3	-2.0	-0.7	4.6	-2.0	2.5	-0.5	0.3	1.3	-2.5
CCCC(CNC(=O)COC(=O)C1=NNC(=O)CC1)c1ccc(Cl)cc1Cl (centres undefined)	0.9	-1.7	2.0	1.5	-5.2	0.8	0.0	-1.2	1.9	-2.0	-0.6
Cc1cc2ncn(S(=O)(=O)N3CCOCC3)c2cc1C	-2.2	2.8	14.2*	-0.6	-1.6	-0.3	-3.1	-1.5	4.3	6.2	0.7
Cc1ccccc1C(=O)N1CCC(C(=O)NCCc2ccc(S(N)(=O)=O)cc2)CC1	-0.4	-0.2	-5.4	-0.3	1.2	0.3	-2.6	-0.8	-4.4	-2.7	0.0
Cc1c(N=Cc2ccc(-c3ccc(Cl)cc3)o2)c(=O)n(-c2ccccc2)n1C	-1.2	-5.3	1.0	5.4	0.3	1.6	-0.8	-1.4	6.2	0.4	0.8
Fc1ccc(Oc2ccc3nnc(C(F)(F)F)n3n2)cc1	-0.7	0.1	2.3	-1.9	-1.4	2.2	-2.0	-0.9	2.5	1.0	0.2
COc1ccc(C(C(=O)NC2CCCC2)N(C(=O)CNC(=O)c2ccco2)c2cccnc2)cc1 (centres undefined)	-1.6	-4.9	-7.4	1.2	7.5	0.9	-1.5	-1.1	-4.8	-0.8	-0.2
